PNC assembly inh: blocks assembly of the perinucleolar compartment; activity change (PNC), negative = inhibition, % at 10 µM; actives 3.1% (n = 140,000); PC3M PTB-GFP, PNC prevalence imaging, 16 h; hits give low values;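 active = readout at or below -70, meaning at least 70% loss of cells showing the perinucleolar compartment, a nuclear body marking cancer cells; inconclusive = readout between -30 and a set limit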;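 note: plate controls were DMSO wells for no effect and camptothecin positive control wells for full effect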
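Compounds are pinned in duplicate onto adhered PC3M cells stably expressing GFP-tagged PTB and incubated 16 h at 37 C. Cells are then fixed, nuclei stained with Hoechst, and PNC-positive cells counted.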
15-hLO-2 inh: 15-hLO-2 (ALOX15B) enzyme inhibition; AID 881; Potency, µM (titrated, usually from 57.1 µM), for the others: at the highest dose activity change, negative = inhibition, hits mostly inhibitors; purified 15hLO-2, xylenol orange hydroperoxide absorbance; actives 0.56% (n = 110,000); note: potency is the fitted concentration of half-maximal effect; nearly all actives have a fitted effect of over 60% in size; many of its hits are not listed in these tables
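Purified human 15hLO-2 (50 nM final) preincubated with compounds 15 min at room temperature in 25 mM Hepes pH 7.5, 0.01% Triton X-100, then 45 uM arachidonic acid added for 90 min; hydroperoxide detected via ferrous/xylenol orange, 573/405 nm absorbance ratio.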
12-hLO inh: inhibitors of human 12-lipoxygenase (ALOX12); P18054; purified 12-hLO, xylenol orange hydroperoxide absorbance; Potency, µM (doses to about 57.1 µM), inactives show at the top dose activity change, negative = inhibition, usual class: inhibitors; actives 0.12% (n = 150,000); note: potency is the fitted concentration of half-maximal effect; nearly all actives have a fitted effect of over 55% in size; many of its hits are not listed in these tables
Target sequence (P18054 whole entry, looked up): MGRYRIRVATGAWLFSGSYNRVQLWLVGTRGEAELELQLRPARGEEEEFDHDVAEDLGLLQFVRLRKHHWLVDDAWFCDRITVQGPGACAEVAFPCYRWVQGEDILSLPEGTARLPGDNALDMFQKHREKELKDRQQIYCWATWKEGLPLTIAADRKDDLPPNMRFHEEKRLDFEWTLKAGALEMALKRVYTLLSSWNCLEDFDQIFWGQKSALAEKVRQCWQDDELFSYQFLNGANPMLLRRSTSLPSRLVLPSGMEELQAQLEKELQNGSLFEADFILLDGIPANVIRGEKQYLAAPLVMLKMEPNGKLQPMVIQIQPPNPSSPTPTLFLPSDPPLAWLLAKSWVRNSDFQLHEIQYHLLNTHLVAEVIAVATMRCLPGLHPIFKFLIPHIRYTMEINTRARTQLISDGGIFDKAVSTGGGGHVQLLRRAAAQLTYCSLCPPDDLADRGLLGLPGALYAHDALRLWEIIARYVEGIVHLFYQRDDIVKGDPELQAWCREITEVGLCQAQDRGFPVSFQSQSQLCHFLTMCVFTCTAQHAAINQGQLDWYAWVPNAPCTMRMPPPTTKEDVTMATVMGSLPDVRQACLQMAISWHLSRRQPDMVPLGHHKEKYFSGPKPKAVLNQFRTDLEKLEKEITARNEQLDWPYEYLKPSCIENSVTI
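Purified human 12hLO (150 nM final) was preincubated with compounds for 15 min at room temperature in 25 mM Hepes pH 7.0, 0.01% Triton X-100, then reacted with 40 uM arachidonic acid for 30 min. Hydroperoxide was detected with ferrous iron/xylenol orange.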
IMPase cell inh: membrane-permeable compound that blocks inositol monophosphatase | 120,000 tested, under 10 active | P97697 | inhibition (IP1 accumulation), % at 46.1 µM | AID 901 | CHO-M1 cells, IP1 accumulation, HTRF TR-FRET ratio; active = well fitted curve in the direction sought with a large enough effect in the signal ratio, not every such curve was filed as active; inconclusive = small, poorly fitted or top-dose-only effect, or a change in a side signal; inactive = no such curve, though single readings can be large or run the other way; the % refers to the signal ratio;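 note: cells stimulated with carbachol in lithium chloride buffer; plate controls were DMSO basal wells for no effect and reference inhibitor wells for full effect; higher means more IMPase inhibition seen as more IP1 and lower FRET ratio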
Target sequence (P97697 whole entry, looked up): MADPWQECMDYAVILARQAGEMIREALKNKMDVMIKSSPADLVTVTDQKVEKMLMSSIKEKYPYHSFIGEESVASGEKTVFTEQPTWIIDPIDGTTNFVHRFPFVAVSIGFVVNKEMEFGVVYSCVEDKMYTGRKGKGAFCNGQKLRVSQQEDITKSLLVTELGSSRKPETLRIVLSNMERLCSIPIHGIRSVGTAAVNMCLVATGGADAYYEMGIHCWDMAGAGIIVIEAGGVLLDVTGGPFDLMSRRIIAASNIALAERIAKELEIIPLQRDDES
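CHO-M1 cells (CHO stably expressing M1 receptor), compound up to 46 uM final, stimulated with carbachol (50 uM as added) in buffer with 50mM LiCl, pH 7.4, 30 min at 37C. Cytosolic IP1 read by TR-FRET; AC50 from Hill fits.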
Active calls of the source: *; ? = inconclusive; · = not tested or not shown; [ ] = another dose, or the depositor's remark. Unless noted, calls come from the whole dose curve; as a rule, active = well fitted curve in the direction sought with a large enough effect; inconclusive = small, poorly fitted or top-dose-only effect, or another doubt; inactive = no such curve, though single readings can be large; an effect the other way counts as inactive or inconclusive. Unless noted, % is set by controls: 0 for no effect and ±100 for the full control effect.

Results follow in this order: PNC assembly inh, 15-hLO-2 inh, 12-hLO inh, IMPase cell inh
- CCn1c(C)cc(/C=C2\SC(=O)N(CC(=O)Nc3ccc(C)c(C)c3)C2=O)c1C
→ 31, ?, 9%, 16
- CCOc1ccc(NC(=O)C2CC(C)=C(C)CC2C(=O)O)cc1 (stereo not given)
→ -23, 6%, -4%, 5
- S=C(Nc1cccc(Cl)c1)NC1CCCCC1
→ 72, ?, -14%, 2
- COC(=O)c1c(C(=O)OC)c(-c2cccc(C)c2)n2c1CS(=O)(=O)C2
→ -13, 5%, 3%, 4
- COC(=O)n1c(=S)oc2cc(Cl)ccc21
→ ?, -16%, -1%, 10
- Cc1c(C)c2c(c(C)c1O)CC[C@@](C)(CCC[C@H](C)CCC[C@H](C)CCCC(C)C)O2
→ ·, -20%[0.0915 µM], -1%[0.00818 µM], -3
- O=C(CCc1ccc(S(=O)(=O)N2CCOCC2)cc1)Nc1nc(COc2ccccc2)cs1
→ ?, 4%, 1%, 17
- N#CCCN(C(=O)Nc1ccccc1)c1ccccc1
→ 8, -1%, 6%, 15
- CC1CCC(NC(=O)CC2Oc3ccccc3NC2=O)CC1 (stereo not given)
→ 6, -2%, -2%, 3
- Cc1cc(C)cc(OCC(=O)NN2Cc3ccccc3C2=N)c1
→ ?, 23%, 8%, 2
- CCCSc1nc(NCc2ccco2)c2c3c(sc2n1)COC(C)(C)C3
→ 18, 11%, -9%, 7
- Cn1nc(C(=O)N2CCN(S(=O)(=O)/C=C/c3ccccc3)CC2)c2ccccc2c1=O
→ 29, ·, 5%, 5
- Cc1ccc(N(CC(=O)NCc2ccc3c(c2)OCO3)S(C)(=O)=O)cc1
→ 10, 4%, -8%, 2
- Cc1ccc(C(=O)Nc2cccc(C(=O)NCc3ccccc3)c2)cc1
→ 29, ·, -1%, ·
- COCCn1c(SCC(=O)Nc2nc(C)c(Cl)cc2Cl)nc2ccccc21
→ -24, 6%, -9%, 6
- CCOC(=O)c1ccc(S(=O)(=O)N2CCC(C(=O)O)CC2)cc1
→ ?, 2%, 8%, -2
- c1ccc(CCNc2ncnc3nc[nH]c23)cc1
→ ?, 9%, 3%, -5
- CC(C)C(C)(C#N)NC(=O)CSc1ncnc2sc(-c3ccccc3)cc12 (stereo not given)
→ 11, 5%, -3%, 5
- CCOc1ccc(NC(=O)N(CCN2CCOCC2)Cc2ccc3c(c2)CCCN3CC)cc1
→ 40, 18%, 2%, -1
- Cc1ccc(NC2=NC(c3ccccc3)n3c(nc(C)cc3=O)N2)cc1 (stereo not given)
→ 5, 3%, -9%, -11
- OC(CCN1CCCCC1)(c1ccccc1)c1ccccc1
→ 10, 0%[11.4 µM], 6%[11.4 µM], 12[20.6 µM]
- O=C(O)[C@H](Cc1ccccc1)N1C(=O)c2ccncc2C1=O
→ 22, -3%, -4%, 0
- Cc1csc(NC(=O)c2ccccc2C(=O)O)n1
→ 26, 5%[2.29 µM], 0%, -4
- COc1ccccc1Nc1nc(N)nc(CSc2nc(C)cc(C)n2)n1
→ -18, 9%, -5%, 3
- O=C(NCc1cccc(C(F)(F)F)c1)C1CC(c2c(Cl)cccc2Cl)=NO1 (stereo not given)
→ -22, 6%, -17%, 8
- COCCn1c(SCC(=O)c2ccc(F)cc2)nnc1C(C)C
→ ?, -7%, -5%, -9
- O=C(Cn1c(=O)c(=O)n(Cc2ccccc2)c2ccc(Cl)cc21)Nc1cccc(F)c1
→ 23, ·, -5%, -9
- NS(=O)(=O)c1cc(C(=O)O)c(NCc2ccco2)cc1Cl
→ ·, 17%[0.0915 µM], 0%[0.00818 µM], -6[20.6 µM]
- COc1cc(-c2nnc(SCC3(c4ccc(Br)cc4)OCCO3)o2)cc(OC)c1OC
→ ?, -11%, -12%, 9
- CCNc1ccc(C(=O)OCC(=O)N(Cc2ccccc2)C(C)(C)C)cc1[N+](=O)[O-]
→ 2, ·, 3%, -6

Four of the entries above in order of their number in 12-hLO inh, smallest number first.
Results follow in this order: PNC assembly inh, 15-hLO-2 inh, 12-hLO inh, IMPase cell inh
- O=C(NCc1cccc(C(F)(F)F)c1)C1CC(c2c(Cl)cccc2Cl)=NO1 (stereo not given)
→ -22, 6%, -17%, 8
- COCCn1c(SCC(=O)Nc2nc(C)c(Cl)cc2Cl)nc2ccccc21
→ -24, 6%, -9%, 6
- COc1ccccc1Nc1nc(N)nc(CSc2nc(C)cc(C)n2)n1
→ -18, 9%, -5%, 3
- CCn1c(C)cc(/C=C2\SC(=O)N(CC(=O)Nc3ccc(C)c(C)c3)C2=O)c1C
→ 31, ?, 9%, 16

Carrying on:
Results follow in this order: PNC assembly inh, 15-hLO-2 inh, 12-hLO inh, IMPase cell inh
- C[C@H](NC(=O)c1ccco1)C(=O)Nc1ccc(S(=O)(=O)N2CCCC2)cc1
→ -20, 1%, 2%, -10
- CN1CCN(S(=O)(=O)c2ccc(NC(=O)C3CCCCC3)cc2)CC1
→ ?, 11%, 0%, 5
- O=C(Cc1sc(-c2ccccc2Cl)nc1-c1ccccc1)Nc1ccccc1
→ 25, -13%, 7%, -3
- N#C/C(=C\c1ccc(Sc2ccc(Cl)cc2)o1)c1nc2ccccc2[nH]1
→ 1, ·, 0%, -10
- Cc1ccc(S(=O)(=O)Cn2nnnc2CN2CCOCC2)cc1
→ ?, -10%, -6%, 8
- O=C(Cc1ccccc1)NN1C(=O)C2C3C=CC(C3)C2C1=O (stereo not given)
→ ?, 8%[11.4 µM], 3%, -5[1.84 µM]
- Cc1ccc2c(c1)C=CC(C#N)N2C(=O)c1ccccc1 (stereo not given)
→ -88*, ·, 1%, ·
- O=C(O)c1ccc2c(c1)ncn2C1CCCCC1
→ ?, 6%[11.4 µM], 0%, 3[1.84 µM]
- CCOC(=O)C1CCCN(S(=O)(=O)c2cn(C)c(=O)n(C)c2=O)C1 (stereo not given)
→ 1, -6%, 3%, -9
- Cc1c(=O)n(OCc2ccccc2F)c2ccccc2[n+]1[O-]
→ 7, -5%, 1%, 12
- Cc1ccc(OCCNS(=O)(=O)c2ccc(N3CCCC3=O)cc2)cc1C
→ ?, 9%, -6%, 2
- O=S(=O)(c1cccc2nonc12)N1CCN(c2cccc(Cl)c2)CC1
→ 6, ·, 12%, 6
- Cc1cc(/C=N/Nc2ccc([N+](=O)[O-])cn2)c(C)n1-c1ccccc1
→ -1, -2%, -3%, 2
- CCCOP(=O)(OCCC)C(Nc1ccc(C(C)C)cc1)c1ccc([N+](=O)[O-])cc1 (stereo not given)
→ 17, 4%, -28%, 9
- N/C(=N\OC(=O)C1CCCCC1)c1cccnc1
→ 76, 5%, 5%, -1
- O=C(c1ccccc1)N1CCSC1=S
→ 49, -8%, 1%, 2
- CC(=O)c1c(C)[nH]c(C(=O)N2CCN(c3cc(Cl)ccc3C)CC2)c1C
→ 6, 7%, 7%, 0
- Cn1c(C(O)c2ccc(Cl)cc2)nc(Cl)c1Cl (stereo not given)
→ -23, -7%, -1%, -4
- O=C(COC(=O)CNC(=O)c1cccc(F)c1)NCCC1=CCCCC1
→ 9, ·, 0%, 13
- O=S(=O)(c1ccccc1)N1CCC[C@@]2(CCN(C(c3ccccc3)c3ccccc3)C2)C1
→ ·, 13%, -7%, ·
- CC(C)C[C@H](NC(=O)N1CCN(c2ccccc2)CC1)C(=O)O
→ 7, 1%, -6%, 4
- C=CCn1c(SCc2cccnc2)nnc1-c1ccncc1
→ 7, 0%, 4%, -2
- O=C(CSc1ncccn1)Nn1cnnc1
→ -10, 1%, -1%, -1
- O=C1C2C3C=CC(C4CC34)C2C(=O)N1/N=C/c1ccc([N+](=O)[O-])s1 (stereo not given)
→ ?, ·, -5%, ·
- CCOC(=O)c1[nH]c(C)c(C(=O)NCCC2=CCCCC2)c1C
→ ?, -9%, 2%, -4
- O=C(Nc1ccccc1)Nc1nnc(-c2ccccc2)o1
→ 57, 14%, 2%, 5
- O=C(Nc1ccc([N+](=O)[O-])cc1Br)c1cccnc1
→ -5, ·, 2%, ·
- COCC(C)n1c(C)cc(C(=O)COC(=O)c2c(NC(C)=O)sc(C)c2C)c1C (stereo not given)
→ -28, -15%, -5%, 3
- Cc1cc(NC(=O)CN2C(=O)NC3(CCCCC3C)C2=O)no1 (stereo not given)
→ -6, ·, -1%, ·
- Cc1cccc(CN2CCN(C(=O)CCl)CC2)c1
→ 33, ·, -1%, 0
- CCOC(=O)CN1C(=O)S/C(=C/C=C/c2ccc(N(C)C)cc2)C1=O
→ 31, ·, 2%, ·
- O=C(c1c(F)cccc1F)N1CCN(c2ncccn2)CC1
→ ?, -6%, 4%, 1
- Cc1ccc(C(=O)Nc2ccccc2C(=O)NC(C(=O)O)C(C)C)cc1 (stereo not given)
→ ?, ·, 0%, -5
- O=C1Nc2ccc(Br)cc2C1(O)Cc1ccccn1 (stereo not given)
→ -114*, ·, 2%, 0
- COc1ccccc1OCCCCNCCO
→ -28, 3%, 3%, ?
- O=C(Nc1ccc2c(c1)OCCO2)c1ccco1
→ 27, 0%, 1%, 2
- O=C(NCc1ccc2c(c1)OCO2)c1ccc(N2CCCCCC2)c([N+](=O)[O-])c1
→ -6, ·, -2%, 2
- O=C1OC(c2ccccc2)=C/C1=C/c1cccs1
→ -18, ·, -1%, ·
- CCNC(=O)CC1C(=O)N(c2ccccc2)C(=O)N1CCc1ccc(OC)cc1 (stereo not given)
→ ?, -5%, -2%, -13
- O=C1CCCC2=C1C(c1ccncc1)c1c(nc(SCc3ccccc3)[nH]c1=O)N2 (stereo not given)
→ -11, 0%, -2%, 6
- Cc1cc(C)c(C)c(S(=O)(=O)NCC(=O)O)c1C
→ ?, 5%, -2%, -3
- CCNC(=S)NNC(=O)C1CCCCC1
→ 8, -4%, 0%, 1
- Cc1cc(C)n(CC(=O)N/N=C/c2cc([N+](=O)[O-])ccc2O)n1
→ 19, ·, 2%, 6
- FC(F)(F)c1cccc(Sc2nc(-c3ccccc3)nnc2C(F)(F)F)c1
→ -4, 3%, 7%, 14
- O=C(/C=C/c1ccccc1)NC1CC2CCC1C2 (stereo not given)
→ ?, ·, -3%, ·
- CC1=C/C(=N\OS(=O)(=O)c2ccccc2)C(C(C)C)=CC1=O
→ -16, ·, 0%, ·
- CC(NC(=O)CN1C(=O)NC(Cc2ccccc2)(Cc2ccccc2)C1=O)C12CC3CC(CC(C3)C1)C2 (stereo not given)
→ 67, 14%, 2%, -12
- Cc1nc(NC(=O)C2CC2)sc1C(=O)N(C)C
→ 5, ·, 2%, -7
- COc1cccc(C=Nc2cc(C)on2)c1O
→ 29, 10%, -1%, -5
- O=C(NCCCN1CCN(c2ccc(F)cc2)CC1)c1cccc(N2CCCC2=O)c1
→ -5, 8%, -2%, -3
- Cc1c(NC(=O)c2ccccc2)cccc1[N+](=O)[O-]
→ 10, ·, 1%, ·
- CN1C(=O)CSc2ccc(NC(=O)N3CCc4ccccc43)cc21
→ ?, 8%, 1%, 0
- COc1cccc2sc(Nc3nnc(-c4ccccc4Cl)o3)nc12
→ ?, ·, 0%, -10
- CN(C)c1ccc(NC(=O)/C=C/c2c(Cl)cccc2Cl)cc1
→ -93*, ·, -2%, -4
- COCCSc1ccccc1C(=O)NCc1ccc(S(N)(=O)=O)cc1
→ 21, -9%, 7%, 2
- CCN(CC)c1ncnc2c1sc1nc(N3CCOCC3)c3c(c12)CCC3
→ 0, 6%, 3%, 3
- CCCc1cc(=O)[nH]c(SCC(=O)Nc2nonc2N)n1
→ ?, 2%, 1%, -8
- COc1cc(OC)cc(C(=O)N(CN2CCCC2=O)c2ccccc2OC)c1
→ 52, 1%, 5%, -6
- O=C(O)CCS(=O)(=O)Cc1ccccc1F
→ -19, 23%, 3%, 3
- CC(C)=CCSc1nnc(CCNC(=O)OC(C)(C)C)o1
→ 36, -4%, 4%, 17
- Cc1cccc(N2C(=O)CCC2=O)n1
→ -21, ·, -5%, ·

Not all compounds are listed (hit frequency here may not be typical).
